p53ts 39C kill: qHTS Screen for Compounds that Selectively Target Cancer Cells with p53 Mutations: Cytotoxicity of p53ts Cells at the Nonpermissive Temperature; AID 902, 2007; 130,000 tested, 1.5% active; H1299-p53A138V viability at 39C, ATP luminescence, 24 h; Potency, µM (series often up to 46.1 µM), without a hit: top-dose activity change, negative = cell killing, most hits filed as cytotoxic; further: nearly all actives have a fitted effect of over 55% in size
Peg3 imprint: qHTS Assay for Compounds that Induce Erasure of Genomic Imprints | mouse ES Peg3-LacZ reporter, beta-gal luminescence, 40 h | AID 1948, 2009 | 110,000 tested, 0.02% active | Potency, µM (top dose mostly 60.7 µM), for inactives: at the top dose activity change, positive = activation, actives largely listed as activators;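 further: 0% = negative control wells on the plate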
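Imprint erasure is scored as LacZ activity from the silenced maternal Peg3 allele in feeder-free female ES cells cultured 40 h with LIF. Luminescence is normalized to in-plate negative controls and fitted to the Hill equation.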
IkB sig inh: IkB Signaling. Potency, µM (series often up to 57.1 µM), for the others: top-dose IkBa stabilization activation. 110,000 tested, 0.04% active. ABC-DLBCL IkBa-CBG/CBR dual luciferase ratio, 4 h; response scale: scaled: untreated 0%, proteasome inhibitor 100%; active means well fitted curve in the direction sought with a large enough effect in the signal ratio, not every such curve was filed as active; inconclusive means small, poorly fitted or top-dose-only effect, or a change in a side signal; the % refers to the signal ratio;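 further: the direction sought is a rising ratio; 0% = basal untreated cells and 100% = reference inhibitor full response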
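In this assay, an IκBα–CBG68 fusion accumulates when IKK-driven degradation is blocked; native CBR normalizes for cell number. OCI-Ly3 cells were treated 4 h with compound and doxycycline, then green and red light read after Chroma-Glo addition.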
p53ts 32C tox: qHTS Screen for Compounds that Selectively Target Cancer Cells with p53 Mutations: Cytotoxicity of p53ts Cells at the Permissive Temperature; 130,000 tested, 0.93% active; H1299-p53A138V at 32C, ATP luminescence viability, 24 h; Potency, µM (top dose mostly 46.1 µM), for inactives: at the top dose activity change, negative = cytotoxicity, actives largely listed as cytotoxic;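 further: 0% = DMSO and -100% = full killing by reference compound; nearly all actives have a fitted effect of over 55% in size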
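ATP-content luminescence (ATPlite) read-out after 24 h compound exposure at 32C in H1299-p53A138V cells (600/well). Tested up to 46 uM. Normalized to DMSO (0%) and 100 uM tamoxifen (100% killing); Hill-fit AC50.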
Starred values were filed as active, the others as inactive; ? = inconclusive; . = not tested or not shown; [ ] = dose if it differs, or a comment. Unless noted, the call rests on the fitted dose curve; in most records, active means well fitted curve in the direction sought with a large enough effect; inconclusive means small, poorly fitted or top-dose-only effect, or another doubt; inactive means no such curve, though single readings can be large; an effect the other way counts as inactive or inconclusive. Unless noted, on the % scale 0 is the no-effect control and ±100 the full control effect; potency means the concentration at half of the fitted maximal effect. An unsorted share of the library; about 1.8% have a hit in one of these screens.

SMILES	p53ts 39C kill	Peg3 imprint	IkB sig inh	p53ts 32C tox
CCOC(=O)C1CCCN(c2c(NCCCN3CCCC(C)C3)c(=O)c2=O)C1 (centres undefined)	-11%	-2%	0.1%	0%
COc1ccc(C2C(=O)N(C3CCC(C)CC3)CC(=O)N2Cc2ccccc2Cl)cc1OC (centres undefined)	-27%	-5%[10.9 µM]	?	7%
CCOC(=O)N1CCN(C(=O)COc2cccc3c2CCN(Cc2ccc(F)cc2)C3=O)CC1	-12%	.	.	15%
Cc1cc(C)cc(NC(=O)C2CCN(S(=O)(=O)c3cn(C)cn3)CC2)c1	8%	-7%[10.9 µM]	-2.2%	-3%
CN(C(=O)CN1CCC(NC(=O)C2CCCCC2)CC1)C1CCCCC1	-7%	-10%	1.4%	0%
CCOc1ccccc1NC(=O)CN1CCN(S(=O)(=O)c2ccc(Br)cc2)CC1	16%	-8%[10.9 µM]	3.7%	4%
CC(C)Oc1ccc(C2NC(=O)NC2=O)cc1 (centres undefined)	-10%	1%	8.9%	-7%
CC1=C(C(=O)OC(C)C)C(C)C(C(=O)OC(C)C)=C(C)N1	-5%	-4%	?	-1%
CCNc1nc(NCC)nc(OCCNS(=O)(=O)c2cc(C)ccc2C)n1	-1%	-1%	-1.6%	-6%
O=C(CN1C(=O)CCSc2ccccc21)Nc1ccccc1	13%	.	.	7%
COCCCn1c2nc3ccccc3nc2c2c(=O)n(-c3ccccc3OC)cnc21	-10%	0%	-0.7%	4%
CCCc1cc(=O)n2[nH]c(C)nc2n1	-21%	-10%	0.3%	2%

Exported as labelled records: entries from further up
COc1ccc(C2C(=O)N(C3CCC(C)CC3)CC(=O)N2Cc2ccccc2Cl)cc1OC (centres undefined)
  p53ts 39C kill: -27%; Peg3 imprint: -5%[10.9 µM]; IkB sig inh: ?; p53ts 32C tox: 7%
CCNc1nc(NCC)nc(OCCNS(=O)(=O)c2cc(C)ccc2C)n1
  p53ts 39C kill: -1%; Peg3 imprint: -1%; IkB sig inh: -1.6%; p53ts 32C tox: -6%
COCCCn1c2nc3ccccc3nc2c2c(=O)n(-c3ccccc3OC)cnc21
  p53ts 39C kill: -10%; Peg3 imprint: 0%; IkB sig inh: -0.7%; p53ts 32C tox: 4%

(more compounds)
SMILES	p53ts 39C kill	Peg3 imprint	IkB sig inh	p53ts 32C tox
CCOc1ccccc1CNC(=O)c1cn(-c2ccc(OC)cc2)c(=O)c2ccccc12	-19%	13%[10.9 µM]	-2.3%	-11%
COc1cccc(Oc2cn[nH]c2-c2ccc(O)cc2O)c1	-1%	-11%	4.4%	20%
CCCCn1c(SCC(=O)N2CC(=O)Nc3ccccc32)nnc1-c1ccoc1C	17%	-7%	12%	3%
O=[N+]([O-])c1ccc(C(c2sc3nc(-c4ccco4)nn3c2O)N2CCC3(CC2)OCCO3)cc1 (centres undefined)	-10%	7%[10.9 µM]	1.6%	-8%
O=c1c(-c2cccs2)nc2cnc(N3CCNCC3)nc2n1C1CC1	?	-40%[inhibitor]	-0.3%[11.4 µM]	-5%
COc1cccc(C(CC(=O)NCCN2CCOCC2)NS(=O)(=O)c2ccc(C)cc2)c1OC (centres undefined)	-7%	17%	0.2%	-3%
O=S(=O)(c1ccccc1)N1CCC(c2ccncc2)CC1	-21%	-13%[10.9 µM]	?	-8%
O=C(COc1ccccc1)Nc1nn[nH]n1	6%	30%	1.3%	6%
CC(NC(=O)c1ccc2c(c1)CCN2S(=O)(=O)c1ccccc1)c1ccccc1 (centres undefined)	-11%	-13%[10.9 µM]	?	1%
CCCn1nc(NS(C)(=O)=O)c2cc3cccc(C)c3nc21	3%	-8%	-2.0%	1%
O=C(CSCSCC(=O)NCC1CCCO1)NCC1CCCO1 (centres undefined)	3%	-1%	0.3%	6%
CCCCNCCCOc1cccc(Cl)c1	-16%	.	.	4%
C=C1CSc2nc(=O)c3c4c(sc3n21)CCCC4	3%	1%	-3.5%	1%
O=S(=O)(NCC(c1cccs1)S(=O)(=O)c1ccccc1)c1ccc(F)cc1 (centres undefined)	9%	2%[10.9 µM]	1.1%	11%
CCOC(=O)c1c(C)[nH]c(C(=O)COC(=O)c2ccccc2NC(=O)c2ccco2)c1C	-1%	-19%	0.2%	-7%
CN(C)c1ccc(C(CNC(=O)c2ccccc2Cl)N2CCc3ccccc32)cc1 (centres undefined)	-17%	-10%[10.9 µM]	?	2%
COc1cccc(-c2nc(S(=O)(=O)c3ccccc3)c(N3CCOCC3)o2)c1	6%	-14%	0.5%	8%
CCN1CCc2c(sc(NC(=O)CSc3ccccc3)c2-c2nc3ccccc3s2)C1	-30%	-10%[10.9 µM]	?	-1%
Cc1cc(Nc2ccc(Br)cc2)n2nc(-c3ccccc3C)nc2n1	-13%	-6%[10.9 µM]	?	-6%
CCOC(=O)C1CCN(C(=O)C2CCN(S(=O)(=O)c3c(C)noc3C)CC2)CC1	-5%	-11%	-0.9%	0%
CC1(C)Nc2ccc(O)cc2-c2c1ssc2=S	-8%	.	.	-24%
O=C(NCCCN1CCOCC1)c1ccc(Cc2nc3ccccc3[nH]2)cc1	0%	.	.	3%
COc1ccc2nc3oc(C(=O)N4CCN(c5cc(C)ccc5C)CC4)cc3cc2c1	21%	-13%[10.9 µM]	-1.3%	1%
Cc1ccc(NC(=O)C2CCN(C(=O)c3cnn(-c4ccccc4)c3-n3cccc3)CC2)cc1	-18%	-12%[10.9 µM]	?	11%
COc1ccccc1N1CCN(c2cc(C)nc3nc(-c4ccc(C)cc4)nn23)CC1	-15%	-9%[10.9 µM]	0.0%	8%
Cc1occc1C(=O)Nc1cccc(C(=O)NCc2ccccc2)c1	0%	-10%	-1.4%	7%
FC(F)(F)c1cccc(-n2cc(-c3ccccc3)c3c(N4CCCCC4)ncnc32)c1	-24%	-14%[10.9 µM]	?	-7%
CN1C(=O)COc2ccc(C(=O)c3oc4ccccc4c3-c3cnc4c(c3)COc3ccccc3-4)cc21	-7%	.	.	4%
O=C1CC(c2ccccc2)CC(O)=C1C=NCCCN1CCOCC1 (centres undefined)	26%	3%	-0.3%	-1%
CCOC(=O)c1cccc(NC(=O)c2cc3c(-c4cccc(OC)c4)nn(C)c3s2)c1	21%	-10%[10.9 µM]	?	0%
Cc1cccc(CNC(=O)CN2C(=O)CCn3nc(-c4cn(C)c5ccccc45)cc32)c1	1%	-17%[10.9 µM]	2.8%	-5%
CCC1(C)Cc2c(sc3nc(SC)n(-c4ccc(C)cc4)c(=O)c23)CO1 (centres undefined)	-9%	-16%[10.9 µM]	0.4%	6%
N#Cc1cccc(-c2ccc3ncnc(NCc4cccs4)c3c2)c1	13µM*	-30%	-3.4%[11.4 µM]	-29%
NC(=O)c1c(NC(=O)c2cc(-c3ccc(F)cc3)on2)sc2c1CCCC2	4%	-6%[10.9 µM]	3.4%	2%
CCOC(=O)c1ccc(Nc2nc3ccccc3n3c(C)nnc23)cc1	-13%	16%[10.9 µM]	?	10%
CCOC(=O)Nc1ccccc1N1C(=O)c2ccccc2C1=O	-1%	-7%	0.7%	-5%
CCc1ccc(C(=O)NCC2COc3ccccc3O2)o1 (centres undefined)	13%	-1%	-1.1%	-3%
Cc1nc2ccc(N)cc2c(=O)n1Cc1ccc(Cl)cc1	0%	-25%	4.5%	0%
Cc1cc(CC(C)C)n(-c2nc3ccccc3c(=O)n2OCC(N)=O)n1	-5%	-11%	8.6%	-6%
COCn1c(-c2cccc(Br)c2)nc2ccccc21	-3%	-41%[inhibitor]	1.9%	-16%
COC(=O)c1ccc(OCCN2C3=NCCN3c3ccccc32)cc1	-15%	-13%	3.5%	-19%
Cc1ccc(S(=O)(=O)c2nnn3c2nc(NCc2ccccc2)c2sccc23)cc1	-23%	2%[10.9 µM]	-0.8%	-14%
Cn1c(SCC(=O)N2CCOCC2)nnc1-c1ccc(NC(=O)c2ccccc2F)cc1	-3%	.	.	-6%
Cc1cc(S(=O)(=O)N(C)CCc2ccccc2)ccc1-n1cnnn1	-7%	-12%	1.6%	10%
CCOc1cc(-c2ccccc2)nc(N)n1	-6%	-47%[inhibitor]	-1.9%	-30%
Cc1cc(=O)n2nc(N3CCC(C(=O)N4CCN(Cc5ccccc5)CC4)CC3)sc2n1	-11%	-8%	-1.6%	10%
COc1ccc(C=C(C(C)=O)C(C)=O)cc1OC	-11%	.	.	-10%
CC(O)(C#CCN1CCCCC1)c1ccccc1 (centres undefined)	-11%	.	.	-27%
O=C(O)CC1c2ccccc2CCN1C(=O)Nc1cc(Cl)ccc1Cl (centres undefined)	-15%	-3%[10.9 µM]	?	-2%
COc1ccc(NC(=O)Cn2c(CCC(=O)O)ccc2-c2ccccc2)cc1Cl	-18%	-7%[10.9 µM]	-0.7%	-2%
O=C(CN1C(=O)c2cccc3cccc1c23)NCC1CCCO1 (centres undefined)	17%	1%	3.5%	5%
COc1ccc(COC(=O)N/N=C2/C[C@@H](O)[C@@H](O)[C@@H]3[C@@H]4C(=O)N(C[C@@H]5CCCO5)C(=O)[C@H]4CC[C@@H]23)cc1	4%[9.22 µM]	.	.	5%[9.22 µM]
CCOc1ccc(CN2C(=O)c3ccccc3Sc3ccc(C(=O)NCCCN4CCOCC4)cc32)cc1	?	7%[10.9 µM]	-3.8%	-13%
CC1(C)CC(=O)N(CC(=O)NCc2ccccc2)c2ccccc2S1(=O)=O	-2%	-8%	1.7%	-7%
COc1ccc(N2CCN(S(=O)(=O)c3csc(C(N)=O)c3)CC2)cc1	2%	-14%[10.9 µM]	-3.9%	1%
O=C(CSc1oc(-c2cccs2)nc1S(=O)(=O)c1ccccc1)Nc1ccc(F)cc1	-5%	-9%[10.9 µM]	15%	-5%
O=C(O)CC1CCC(=C(Cl)Cl)C1 (centres undefined)	-1%	-4%	-1.0%	3%
COc1ccc(NC(=O)Cn2c(=O)cc(C)c3c(C)nn(-c4cccc(Cl)c4C)c32)cc1OC	9%	-15%[10.9 µM]	0.9%	3%
COc1ccc(CCC(=O)NCCc2cn3c(C)csc3n2)cc1	21%	-15%	4.2%	-2%
COc1ccc(NC(=O)CSc2nc(-c3cccs3)cc(C(F)(F)F)n2)c(OC)c1	-10%	-14%[10.9 µM]	-3.4%	-6%

(further entries)
SMILES	p53ts 39C kill	Peg3 imprint	IkB sig inh	p53ts 32C tox
Cc1nc2c(-c3ccccc3)c(C)nn2c(C)c1CC(=O)O	-10%	-11%	-1.3%	-7%
COC(=O)c1oc2ccc(Br)cc2c1NC(=O)CN1CCN(C)CC1	3%	-11%	1.2%	0%
CCOC(=O)C1CCN(c2csc3ccc(C)cc3c2=O)CC1	-19%	-12%[10.9 µM]	?	-9%
O=C1c2ccccc2C(=O)N1CCSc1nncs1	-5%	-7%	0.8%	-8%
CCN1CCN(c2ncnc3c2oc2nc(C)c4c(c23)CC(C)(C)OC4)CC1	10%	-10%	-2.4%	-3%
COc1ccc2c(c1)[nH]c1c(=O)n(CCc3cnc[nH]3)cnc12	10%	-9%	5.0%	9%
COc1ccc(CCNC(=O)C2CCN(S(C)(=O)=O)CC2)cc1OC	10%	-6%	0.1%	-4%
COc1cccc(Cn2c(=O)c(CCc3ccccc3)nc3cnc(N(C)C)nc32)c1	-15%	-15%	4.0%[11.4 µM]	1%
Cc1ccc(S(=O)(=O)N2CCC(C(=O)NC3CCCCCC3)CC2)cc1	-3%	-11%	1.9%	2%
CC(=O)N(CCP(=O)(c1ccccc1)c1ccccc1)Cc1ccco1	9%	-9%	-2.3%	-2%
Cc1cc(C(=O)NCc2ccccc2)c2c(C)nn(-c3cccc(Cl)c3C)c2n1	-37%	1%[10.9 µM]	-1.7%	7%
CC(=O)Nc1cc(C(=O)N2CCOCC2)ccc1S(=O)(=O)c1ccc(C)cc1	-2%	-7%	0.3%	3%
CCc1nnc(NC(=O)CSc2nnc(-c3ccccc3OC)n2-c2ccccc2)s1	3%	-4%	0.2%	1%
O=C(CSCCO)Nc1cccc2ccccc12	-3%	-1%	6.9%	-1%

Screens deposited in PubChem BioAssay by National Center for Advancing Translational Sciences (NCATS).
